Assay outcomes deposited in PubChem by several laboratories.
GPR35 arrestin U2OS = GPR35 antagonists blocking zaprinast-driven arrestin recruitment, primary screen, imaging, U2OS, beta-arrestin-GFP, zaprinast agonist (AID 2058); U2OS GPR35 beta-arrestin-GFP translocation imaging, zaprinast antagonism; higher % means a stronger effect; one-dose inhibition, % at 10 µM; IC50 in µM for titrated hits; hit rate 0.052% among 290,000;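 active = inhibition of at least 50% with at least 30 cells and total cytoplasm GFP at most 10,000,000; inconclusive = under 30 cells or total GFP of 10,000,000 plus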
UTI89 phage lysis = inhibition of K1F phage lysis, E. coli UTI89, bacterial capsule biogenesis inhibitors, alamar blue (AID 488966). E. coli UTI89 K1F phage lysis, alamar blue, 2 h; higher % means a stronger effect. one-dose inhibition, % at 100 µM; IC50 in µM for titrated hits. hit rate 0.02% among 340,000;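 active = phage lysis inhibition, versus mean bacterial control, above a set limit; inconclusive = no clear call, values can overlap the other calls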;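 note: capsule biogenesis inhibitors block K1F phage lysis so surviving cells raise fluorescence; higher fluorescence means more inhibition of phage lysis; actives were called in the ten point dose series up to 300 µM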
KOR beta-arrestin-1 = kappa opioid receptor blockers – cell-based, luminescence, uHTS (AID 1778); hit rate 0.091% among 290,000; KOR beta-arrestin recruitment, luminescence, antagonist mode; higher % means a stronger effect; inhibition, % at 10 µM; hits with a dose series show IC50 in µM; in the data active = inhibition above about 50%; note: strong numbers were not always called active
NTR1 agonist = NTR1-driven beta-arrestin-GFP spot formation – imaging, U2OS cells, high content, primary screen (AID 493036). agonist mode. activation, % at 20 µM. hit rate 0.17% among 330,000;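 active = activation at or above 40% of the spot to cytoplasm intensity ratio, with at least 20 cells analyzed; inconclusive = wells under 20 cells, flagged as cytotoxic or low count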;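 note: 0% = DMSO without peptide and 100% = 100 nM NTR1 peptide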
Target sequence (P30989 whole entry, looked up): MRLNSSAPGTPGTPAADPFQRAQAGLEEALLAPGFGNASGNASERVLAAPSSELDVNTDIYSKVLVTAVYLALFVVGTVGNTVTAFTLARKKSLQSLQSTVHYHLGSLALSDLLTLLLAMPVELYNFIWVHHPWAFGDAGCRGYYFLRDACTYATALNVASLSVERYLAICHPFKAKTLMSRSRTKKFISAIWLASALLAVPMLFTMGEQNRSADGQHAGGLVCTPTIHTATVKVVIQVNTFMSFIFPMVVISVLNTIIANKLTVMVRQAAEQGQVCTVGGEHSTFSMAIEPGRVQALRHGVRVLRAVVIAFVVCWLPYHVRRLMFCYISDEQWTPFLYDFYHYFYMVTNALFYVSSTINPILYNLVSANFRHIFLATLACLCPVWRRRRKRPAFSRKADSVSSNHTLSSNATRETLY
Rac1 GTP hydrolysis = MgcRacGAP GTPase-activating activity inhibitors, confirmation, biochemical, ADP Hunter fluorescence; MgcRacGAP-stimulated Rac1 GTP hydrolysis, ADP Hunter fluorescence; higher % means a stronger effect; GST-tagged Rac1 F28L mutant substrate; inhibition, % at 30 µM; hits with a dose series show IC50 in µM; hit rate 0.6% among 340,000; AID 624330;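 active = first-screen hits whose inhibition reached a set limit at any dose in the follow-up dose series; inconclusive = inhibition above the set first-screen limit but never retested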;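 note: fluorescence reports GDP produced by GAP-driven GTP hydrolysis; strong numbers were not always called active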
NOD1 NF-kB reporter = inhibition of NOD1-driven NF-kB reporter – cell-based, luminescence, uHTS, primary screen (AID 1578); NOD1-driven NF-kB luciferase reporter cells, luminescence; higher % means a stronger effect; inhibition, % at 4 µM; hits with a dose series show EC50 in µM; hit rate 1% among 290,000; in the data active = inhibition mostly above about 36%, no sharp cut-off; inactive = mostly below about 34%;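 note: HEK-293T reporter cells stimulated with the NOD1 agonist gamma-tri-DAP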
KOR beta-arrestin-2 = KOR agonists, beta-arrestin recruitment, primary screen, cell-based, luminescence, uHTS (AID 1777). hit rate 0.02% among 280,000. activation, % at 10 µM, or EC50 in µM where a hit was titrated. KOR beta-arrestin recruitment, luminescence; higher % means a stronger effect; in the data active = activation above about 50%, passing the limit was not always enough; note: a part of the inactive calls stands beside numbers as strong as those of hits
GPR55 LPI antagonism = GPR55 antagonists blocking LPI-driven arrestin recruitment, primary screen, imaging, U2OS, beta-arrestin-GFP, LPI agonist (AID 2013). U2OS GPR55 beta-arrestin-GFP translocation imaging, LPI antagonism; higher % means a stronger effect. hit rate 0.13% among 290,000. one-dose inhibition, % at 10 µM; IC50 in µM for titrated hits;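 active = spots per cell inhibited over 60%, with over 100 cells counted and total cytoplasm intensity under 500,000; inconclusive = wells with under 100 cells, flagged as likely toxic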;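 note: U2OS cells stably carrying GPR55 and arrestin-GFP stimulated by 5 µM LPI near EC80; imaged beta-arrestin-GFP aggregate spots per cell after agonist stimulation; plate controls were LPI-stimulated DMSO wells for no effect and DMSO wells without LPI for full effect; some results filed as inactive read as strong as hits; confirmed hits need IC50 under 10 µM and bright autofluorescent wells are also inconclusive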
GPR55 activation = selective activators of receptor GPR55 – imaging, U2OS cells, beta-arrestin-GFP redistribution, primary screen (AID 1961) | U2OS GPR55 beta-arrestin-GFP redistribution imaging; higher % means a stronger effect | activation, % at 10 µM; hits with a dose series show EC50 in µM | hit rate 0.048% among 290,000;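 active = activation above 40% with more than 50 cells counted in the well; inconclusive = wells holding fewer than 50 cells, flagged as toxic or sparse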;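 note: U2OS osteosarcoma cells stably expressing GPR55 and beta-arrestin-GFP; plate controls were DMSO negative control for no effect and LPI positive control for full effect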
NTR1 agonist cell count 20 µM = also measured in NTR1 agonist; calls as there; cell count; measured here: cell count, cytotoxicity flag
Numbers without * were called inactive; i = inactive; ? = inconclusive; nt = no result given; & = joins results of further samples; [ ] = dose if it differs, or a comment.

SMILES | GPR35 arrestin U2OS | UTI89 phage lysis | KOR beta-arrestin-1 | NTR1 agonist | NTR1 agonist cell count 20 µM | Rac1 GTP hydrolysis | NOD1 NF-kB reporter | KOR beta-arrestin-2 | GPR55 LPI antagonism | GPR55 activation
CC(=O)c1cccc(OCC(O)CNCC2CCCCC2)c1 (stereo not given) | -12% | 3.1%[50 µM] | 6% | nt | nt | nt | -6% | -1.9% | 11% | 0.0%
CCCCN(C(=O)Cc1cccs1)c1nnc(-c2cccnc2)s1 | 2% | -0.6% | 16% | 1.3 | 55 | 3% | -25% | 6.3% | -2% | -0.1%
CCOP(=O)(OCC)/C(C#N)=C/c1c[nH]c2ccccc12 | 7% | 0.2% | 16% | 0.5 | 90 | 9% | 0% | 0.8% | 10% | 0.4%
O=C(COC(=O)c1ccc([N+](=O)[O-])s1)Nc1cccc(S(=O)(=O)NC2=NCCCCC2)c1 | 2% | -0.2% | 0% | 1.6 | 55 | 9% | -14% | 0.8% | -5% | -0.1%
CC(C)CNC(=O)c1ccccc1Oc1ccccc1 | -18% | 2.5%[50 µM] | 14% | 2.4 | 48 | 5% | 10% | 2.6% | 2% | -0.1%
O=[N+]([O-])c1ccc(NC(=S)NCCc2ccccc2)cc1 | -8% | i | -13% | 10 | 91 | 8% | 24% | 11% | 12% | 0.5%
CC(C)N1C(=O)/C(=C\c2nc3ccccc3c(=O)[nH]2)c2ccccc21 | nt | 5.5% | -70% | nt | nt | 13% | 105%* | 1.2% | 6% | -0.3%
CCC(C)C1Nc2ccc(C(=O)NCCc3ccc(OC)c(OC)c3)cc2NC1=O (stereo not given) | -2% | 0.5% | -20% | -0.4 | 47 | 3% | -29% | 3.1% | -16% | -0.1%
O=[N+]([O-])c1ccc(S(=O)(=O)Nc2nnc(C3CCCCC3)s2)cc1 | -7% | -0.3% | -6% | 14 | 50 | 8% | -28% | -1.8% | 6% | -0.2%
NCc1oc(-c2ccccc2)cc1C(=O)O | 8% | i | 8% | -1.4 | 43 | 5% | -26% | -1.4% | 6% | 0.0%
COc1ccc(NS(=O)(=O)c2cccc(C(=O)N/N=C/c3cn(-c4ccccc4)nc3-c3ccc(OC)cc3)c2)cc1 | 0% | -0.1% | 16% | -0.7 | 72 | -4% | -5% | -0.7% | 12% | -0.1%
CCOc1ccc(CCNC(=O)CS(=O)Cc2nc(-c3ccccc3C)oc2C)cc1OCC (stereo not given) | 0% | 0.2% | 13% | -0.3 | 58 | 8% | 17% | -1.2% | 3% | 0.2%
CC1CCCCN1C(=O)COC(=O)c1n[nH]c2ccccc12 (stereo not given) | -1% | 1.3% | 23% | -0.8 | 33 | 10% | -41% | -2.5% | -3% | -0.1%
CCOC(=O)c1ccc2c(c1)n(CC)c(/C=C/Nc1ccccc1)[n+]2CC | -6% | 0.1% | 4% | -0.4 | 48 | 13% | 3% | 2.0% | 10% | 0.3%
CCOc1ccc(C(=O)Nc2nnc(C(C)C)s2)cc1OCC | 3% | 1.0% | 19% | -0.3 | 53 | 5% | -48% | -0.6% | 4% | -0.1%
CC(C)Oc1ccccc1/C=N/Nc1ccccc1[N+](=O)[O-] | 16% | 1.8% | 2% | 5.4 | 51 | 5% | -13% | -2.0% | 12% | -0.2%
COc1cc(Br)cc(CN2CCN(c3ncccn3)CC2)c1O | 3% | 0.3% | -7%[20 µM] | 1.0 | 44 | 10% | -10% | -3.0% | 9% | -0.3%
COC(=O)c1sccc1NC(=O)c1ccccc1F | -9% | 0.1% | 17% | -0.7 | 70 | 17% | -5% | -3.6% | -2% | -0.1%
O=C(c1cc(-c2ccc(Br)cc2)on1)N1CCCC1 | -1% | 0.0% | -84% | -0.3 | 43 | 2% | -56% | 1.0% | 4% | 0.2%
COc1cc2c(cc1OC)CN(S(=O)(=O)c1cccs1)CC2 | 10% | 1.0%[50 µM] | -18% | 3.8 | 84 | -2% | -14% | 0.1% | 8% | -0.2%

Taken from above:
Reading for CCCCN(C(=O)Cc1cccs1)c1nnc(-c2cccnc2)s1 in NTR1 agonist cell count 20 µM: 55
Reading for CC(C)Oc1ccccc1/C=N/Nc1ccccc1[N+](=O)[O-] in NOD1 NF-kB reporter: -13%

Arranged by length of the SMILES (highest first): part of the list above.
SMILES | GPR35 arrestin U2OS | UTI89 phage lysis | KOR beta-arrestin-1 | NTR1 agonist | NTR1 agonist cell count 20 µM | Rac1 GTP hydrolysis | NOD1 NF-kB reporter | KOR beta-arrestin-2 | GPR55 LPI antagonism | GPR55 activation
CCOc1ccc(CCNC(=O)CS(=O)Cc2nc(-c3ccccc3C)oc2C)cc1OCC (stereo not given) | 0% | 0.2% | 13% | -0.3 | 58 | 8% | 17% | -1.2% | 3% | 0.2%
CC(C)N1C(=O)/C(=C\c2nc3ccccc3c(=O)[nH]2)c2ccccc21 | nt | 5.5% | -70% | nt | nt | 13% | 105%* | 1.2% | 6% | -0.3%
CCOC(=O)c1ccc2c(c1)n(CC)c(/C=C/Nc1ccccc1)[n+]2CC | -6% | 0.1% | 4% | -0.4 | 48 | 13% | 3% | 2.0% | 10% | 0.3%
CC(C)Oc1ccccc1/C=N/Nc1ccccc1[N+](=O)[O-] | 16% | 1.8% | 2% | 5.4 | 51 | 5% | -13% | -2.0% | 12% | -0.2%
CCOP(=O)(OCC)/C(C#N)=C/c1c[nH]c2ccccc12 | 7% | 0.2% | 16% | 0.5 | 90 | 9% | 0% | 0.8% | 10% | 0.4%
COc1cc2c(cc1OC)CN(S(=O)(=O)c1cccs1)CC2 | 10% | 1.0%[50 µM] | -18% | 3.8 | 84 | -2% | -14% | 0.1% | 8% | -0.2%
CC(C)CNC(=O)c1ccccc1Oc1ccccc1 | -18% | 2.5%[50 µM] | 14% | 2.4 | 48 | 5% | 10% | 2.6% | 2% | -0.1%
NCc1oc(-c2ccccc2)cc1C(=O)O | 8% | i | 8% | -1.4 | 43 | 5% | -26% | -1.4% | 6% | 0.0%

Following part
SMILES | GPR35 arrestin U2OS | UTI89 phage lysis | KOR beta-arrestin-1 | NTR1 agonist | NTR1 agonist cell count 20 µM | Rac1 GTP hydrolysis | NOD1 NF-kB reporter | KOR beta-arrestin-2 | GPR55 LPI antagonism | GPR55 activation
CC1CCCN(c2ccc(C(=O)NCc3ccccc3)cn2)C1 (stereo not given) | 2% | -1.5% | -7% | -0.5 | 51 | 4% | -39% | 3.0% | 1% | 0.1%
Cc1ccc(C(CC(=O)O)Nc2nc(N3CCOCC3)nc(N3CCOCC3)n2)cc1 (stereo not given) | 16% | 0.2% | 9% | 0.5 | 52 | -3% | -19% | -1.0% | 10% | -0.2%
CCOC(=O)/C(N=Nc1sc(C(=O)OC)c(C)c1C(=O)OCC)=C(\O)CCl | -11% | 2.2% | 22% | 1.1 | 54 | 2% | -15% | 0.1% | 10% | 2.1%
Nc1nc(O)c(Sc2ccccc2[N+](=O)[O-])c(=O)[nH]1 | 14% | 0.1% | -24% | 1.3 | 53 | 11% | 41% | 7.5% | -10% | 0.3%
O=C(NCCO)C1COc2ccccc2O1 (stereo not given) | 11% | -0.6% | -1% | -0.4 | 30 | -2% | -41% | -0.9% | 4% | -0.3%
O=C(Nc1ccc2c(c1)C(=O)N(c1ccccc1)C2=O)c1cccs1 | 2% | 0.1% | -258%[20 µM] | 2.5 | 44 | 6% | -30% | 1.3% | 13% | -0.1%
C=CCc1ccc(OCCCCN2CC(C)CC(C)C2)c(OC)c1 (stereo not given) | -1% | 0.2% | 4%[20 µM] | 0.2 | 64 | 22% | -22% | -4.9% | 38% | -0.1%
COc1ccc(Br)cc1/C=N/NC(=O)CN1CCN(Cc2ccccc2)CC1 | 6% | 0.5% | -4% | -0.7 | 43 | 2% | -9% | 1.1% | 4% | 0.6%
O=C(CSc1nnc(CNC(=O)c2cccs2)o1)Nc1ccc(F)cc1F | -9% | 0.2% | -18% | -0.4 | 46 | -19% | 0% | 0.2% | 0% | 0.0%
O=C(NCc1ccncc1)c1ccc(N2CCCC2)c([N+](=O)[O-])c1 | 4% | -0.7% | 8% | 2.0 | 52 | 7% | -8% | -6.5% | 15% | -0.2%
CC(=O)Nc1ccc(NC(=O)C2CCCN2C(=O)Nc2cccc(F)c2)cc1 (stereo not given) | 3% | 0.4% | 4% | -0.4 | 52 | 4% | 2% | -0.3% | 9% | -0.1%
COn1c(SCc2ccccc2)nc2ccccc2c1=O | 2% | -0.1% | -6% | 3.1 | 58 | 11% | -1% | 1.1% | 11% | -0.1%
O=C(CCn1c(=O)sc2ccccc21)NCc1ccco1 | 4% | 0.0% | -4% | 0.5 | 51 | 10% | -33% | 5.4% | 10% | -0.2%
O=C(Nc1nc2ccccc2s1)C1=NN(c2ccccc2)C(=O)CC1 | -14% | 1.2% | 6% | 2.8 | 87 | -4% | -21% | 5.6% | -3% | 0.0%
COc1cc(/C=N/NC(=O)c2ccncc2)ccc1O | -10% | 3.2%&2.7% | -10%[20 µM] | 0.9&0.7 | 55&55 | ? | -2% | -1.0% | -6% | -0.1%
COCCn1c(=S)[nH]c2cc(C(=O)NCC3CCCO3)ccc2c1=O (stereo not given) | 0% | -0.2% | -7% | 1.1 | 67 | 3% | -6% | 0.9% | -2% | -0.2%
CN(C)c1ccc(/C=C/c2nc3ccccc3s2)cc1 | 23% | 0.3% | -19% | -1.7 | 76 | 13% | -3% | 1.6% | 14% | 0.0%
CC(=O)Nc1ccc2c(COC(=O)[C@H](C)N3C(=O)C4CCCCC4C3=O)cc(=O)oc2c1 (stereo not given in full) | -1% | 0.3% | 5% | 1.1 | 57 | 9% | -3% | 1.1% | 12% | -0.1%
COc1ccc(CSc2nc3ccccc3c(=O)[nH]2)cc1F | -1% | 0.4% | -10% | 2.2 | 38 | 0% | -51% | -4.2% | 4% | -0.4%
O=C(Cc1ccc(Cl)cc1)Oc1cccc2cccnc12 | 15% | 0.3% | -46% | nt | nt | -1% | 41% | -1.1% | 1% | 0.2%
Cc1ccc(/C=N/N2CCN(Cc3ccc(C)cc3)CC2)cc1 | -10% | -0.8% | 0% | 3.0 | 56 | 5% | -2% | -0.5% | 12% | -0.1%
COc1ccccc1-n1cnnc1SCC(=O)NCc1cccs1 | 11% | 1.0% | 27% | -1.4 | 41 | 14% | 3% | -2.9% | -6% | 0.0%

A portion of the library (hit frequency here may not be typical).
